FEN1 inhibitor: inhibitors of human flap endonuclease 1; P39748; 390,000 compounds, 0.35% hits; Recombinant FEN1 flap cleavage, fluorescence, 15 min; AID 588795; Potency, µM (top dose mostly 114 µM), without a hit: at the highest dose activity change, negative = inhibition, most hits filed as inhibitors; note: nearly all actives have a fitted effect of over 65% in size
Target sequence (P39748 whole entry, looked up): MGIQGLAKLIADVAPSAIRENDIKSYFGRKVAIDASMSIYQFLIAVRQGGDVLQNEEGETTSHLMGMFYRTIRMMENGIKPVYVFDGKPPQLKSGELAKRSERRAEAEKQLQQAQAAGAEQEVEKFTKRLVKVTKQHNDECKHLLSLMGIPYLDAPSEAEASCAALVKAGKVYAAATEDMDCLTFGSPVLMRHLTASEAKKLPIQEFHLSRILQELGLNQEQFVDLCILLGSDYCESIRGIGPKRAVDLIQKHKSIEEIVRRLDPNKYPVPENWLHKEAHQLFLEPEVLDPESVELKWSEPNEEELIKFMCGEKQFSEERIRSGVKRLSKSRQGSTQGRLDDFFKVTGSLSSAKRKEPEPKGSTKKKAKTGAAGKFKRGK
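FEN1 at 10 nM preincubated with compounds 15 min at room temperature, then flap DNA substrate added at 50 nM final. Signal read at 0 and 15 min; concentration-response fitted with four-parameter Hill equation.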
N370S GC: N370S glucocerebrosidase modulation, Gaucher chaperone candidate | P04062 | N370S GC spleen homogenate, 4MU-glucoside fluorescence | Potency, µM (doses to about 59.4 µM), for the others: at the top dose activity change, negative = inhibition, usual class: inhibitors | 330,000 compounds, 0.092% hits;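 note: 0% = full enzyme activity and -100% = no enzyme basal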
TDP1 block: blocks human tyrosyl-DNA phosphodiesterase 1; AID 485290; 350,000 compounds, 0.28% hits; recombinant TDP1, AlphaScreen DNA substrate cleavage; Q9NUW8; Potency, µM (top dose mostly 130 µM), for the others: at the top dose activity change, negative = inhibition, usual class: inhibitors; note: nearly all actives have a fitted effect of over 40% in size
Target sequence (Q9NUW8 whole entry, looked up): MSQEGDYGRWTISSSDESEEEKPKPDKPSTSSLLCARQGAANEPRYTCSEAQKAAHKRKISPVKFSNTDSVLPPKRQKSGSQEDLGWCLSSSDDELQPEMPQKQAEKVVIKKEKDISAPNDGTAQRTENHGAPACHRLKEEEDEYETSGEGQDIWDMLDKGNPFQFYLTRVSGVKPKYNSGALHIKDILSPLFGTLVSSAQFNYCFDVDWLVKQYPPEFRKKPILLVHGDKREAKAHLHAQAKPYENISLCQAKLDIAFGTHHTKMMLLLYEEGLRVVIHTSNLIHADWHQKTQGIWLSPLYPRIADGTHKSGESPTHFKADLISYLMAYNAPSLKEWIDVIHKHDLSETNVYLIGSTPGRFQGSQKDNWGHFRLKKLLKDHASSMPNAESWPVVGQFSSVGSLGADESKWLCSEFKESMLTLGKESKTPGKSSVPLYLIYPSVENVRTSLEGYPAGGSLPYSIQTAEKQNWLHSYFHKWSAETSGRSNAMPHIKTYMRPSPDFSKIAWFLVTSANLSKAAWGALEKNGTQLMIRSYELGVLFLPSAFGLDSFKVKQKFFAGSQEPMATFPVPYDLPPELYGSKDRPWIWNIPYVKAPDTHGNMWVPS
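AlphaScreen read-out: signal falls as enzyme removes the 3' tyrosine-FITC from a 5'-biotinylated DNA oligo (15 nM, 5 min, RT). Enzyme was E. coli-made recombinant Tdp1 at 1 nM, exposed to compound for 15 min beforehand; beads 10 ug/ml, 10 min.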
Numbers without * were called inactive; ? = inconclusive; · = not tested or not shown; & = joins results of further samples; [ ] = dose if it differs, or a comment. Calls come from the whole dose curve; as a rule, active = well fitted curve in the direction sought with a large enough effect; inconclusive = small, poorly fitted or top-dose-only effect, or another doubt; inactive = no such curve, though single readings can be large; an effect the other way counts as inactive or inconclusive. Unless noted, % is set by controls: 0 for no effect and ±100 for the full control effect; potency is the fitted concentration of half-maximal effect.

item	FEN1 inhibitor	N370S GC	molecule	TDP1 block
1	-7%	19%	CCOc1cc(C2Nc3ccccc3C(=O)N2c2ccccc2)ccc1O (stereo not given)	1%
2	·	30%	Cn1c(=O)c2[nH]c(N3CCN(c4ccccn4)CC3)nc2n(C)c1=O	0%
3	-2%	-15%	Cc1ccc(C(C)C)c(OCC(O)CNC2CCCC2)c1 (stereo not given)	2%
4	?	-2%&0%&9%&9%&2%&1%	CCCCCCCCCCCCCCCC(=O)NCCO	6%
5	?	-6%&-11%&-14%	C[C@@H](NC(=O)/C(C#N)=C/c1ccc(O)c(O)c1)c1ccccc1	17%[56.1 µM]
6	-2%	·	O=C(CN1C(=O)C2CCCCC2C1=O)Nc1nc(-c2ccccn2)cs1 (stereo not given)	2%
7	·	-5%	COc1ccc(/C=C/C(=O)c2cc(O)ccc2O)cc1	21%[56.1 µM]
8	-5%	4%	NS(=O)(=O)c1ccc(CCNC(=O)C2CCC(CNS(=O)(=O)c3ccc(Br)s3)CC2)cc1 (stereo not given)	-2%
9	-2%	2%	Cc1nc(C/C(=N\N)c2ccc(O)cc2O)cs1	3%
10	0%	2%	OCCCNc1nccc(-c2cc(Nc3cccc(Cl)c3)ncn2)n1	-5%
11	7%	28%	Cc1ccc(-n2nnnc2SCC(=O)c2cc(C)n(-c3cc(C)on3)c2C)cc1	-2%
12	-4%	-3%	COCCNC(=O)c1ccc(Cn2c(SCC(=O)NCC3CCCO3)nc3ccc(Br)cc3c2=O)cc1 (stereo not given)	2%
13	25%	·	CCSc1nnc(SCC(=O)NC2CCCCC2)s1	1%
14	7%	-5%	CC1CC(=O)NN=C1c1ccc(N(C)C)c([N+](=O)[O-])c1 (stereo not given)	5%
15	-2%	-14%	COc1cc(Nc2c3c(nc4ccccc24)CCCC3)cc(OC)c1OC	0%
16	28%	-4%	Cc1csc(NC(=O)CSc2nncn2C)n1	9%
17	-10%	?	O=[N+]([O-])c1cc(-c2nnc(Nc3ccc(O)cc3)c3ccccc23)ccc1N1CCOCC1	5%
18	-6%	-2%	Cc1ccccc1CN1CCC(CNC(=O)C2CCCN(c3ncnc4c3nc3n4CCCCC3)C2)CC1 (stereo not given)	7%
19	-15%	-3%	CCCCc1ncc(CN2CCC(n3nccc3NC(=O)C(OC)c3ccccc3)CC2)[nH]1 (stereo not given)	3%
20	15%	-3%	CCc1cc(=O)oc2cc(OCC(=O)NCCCN3CCCC3=O)c(Cl)cc12	2%
21	9%	-3%	Cc1nonc1NC(=O)CSc1nnc(N)s1	-9%
22	-6%	-4%	c1ccc2[nH]c(NN=C3CCCCCC3)nc2c1	7%
23	-22%	-2%	COc1ccccc1NC(=O)OC(C)c1ccc(Cl)cc1 (stereo not given)	-9%
24	-2%	·	C[C@H](CO)N1C[C@H](C)[C@@H](CN(C)S(=O)(=O)c2cn(C)cn2)Oc2c(NS(=O)(=O)c3cn(C)cn3)cccc2C1=O	2%
25	3%	13%	CC(C)C(Sc1nc(-c2ccccc2)cc(-c2ccccc2)c1C#N)C(=O)O (stereo not given)	-1%
26	-20%	-10%	CCC(C)OC(=O)C1=C(C)NC2=C(C(=O)C(C(=O)OC)C(C)C2)C1c1ccc(N(C)C)cc1 (stereo not given)	5%
27	2%	0%	Cc1ccc(-n2c(SCC(=O)N3CCCc4ccccc43)nnc2-c2cccnc2)c(C)c1	7%
28	-3%	1%	Cc1cc(C)nc(NNC2=CC(=[N+]3CCCC3)CCC2)n1	5%
29	16%	3%	Cc1cc(=O)oc2cc(OCC(=O)N/N=C/c3cc([N+](=O)[O-])ccc3O)ccc12	?
30	-7%	3%	CC(CN1CCOCC1)C(=O)c1ccccc1 (stereo not given)	2%
31	7%	-10%	CC(C)C(=O)Nc1cccc(C(=O)Nc2nnc(C(C)(C)C)s2)c1	3%
32	13%	-7%	C=CCOc1ccccc1NC(=O)CN1C(=O)CNC1=O	3%
33	1%	-16%	CCOC(=O)C1(CCOC)CCN(C(=O)Cc2ccc3ccccc3c2)CC1	·
34	-5%	9%	C=CCSc1ncccc1C(=O)NCc1ccccc1	-2%
35	17%	-2%	COCCNC(=S)N1CCC(C(=O)c2ccc(C)cc2)CC1	·
36	-14%	-5%	COc1ccc(/C=N/n2nnnc2N)c(OC)c1	·
37	-12%	-17%	CC(CCN1CCN=C1N(C)C)c1ccccc1 (stereo not given)	-3%
38	17%	3%	CN(C)S(=O)(=O)n1cc(/C=C(\NC(=O)c2ccccc2Cl)C(=O)N2CCCC2)c2ccccc21	0%
39	-1%	3%	CNC(=O)c1c(NC(=O)CCS(=O)(=O)c2ccc(C)cc2)sc(C)c1C	-8%
40	-3%	-2%	CCN1CCN(S(=O)(=O)c2ccc(OC)c(Br)c2)CC1	1%
41	4%	-1%	CCOc1ccc(NC(=O)C2C3C=CC4(O3)C2C(=O)N(Cc2cccnc2)C4C(=O)NC2CCCCC2)cc1 (stereo not given)	9%
42	18%	0%	Nc1nonc1-n1nnc(C(=O)N/N=C/c2ccccc2Cl)c1-c1ccc2c(c1)OCO2	2%
43	7%	-3%	Cc1cccc(C(=O)NC(=S)NNC(=O)COc2ccc(Cl)cc2)c1	8%
44	·	1%[21.6 µM]	C[N+]12CCC(CC1)[C@@H](OC(=O)C(O)(c1ccccc1)c1ccccc1)C2	9%[21 µM]
45	-20%	14%	C#CCn1c(S(=O)(=O)Cc2ccc(F)cc2)nc(-c2ccccc2)c1-c1ccccc1	3%
46	?	-4%	COc1ccc(-c2csc(NC3OC(=O)c4ccccc43)n2)cc1 (stereo not given)	0%
47	1%	·	CCOC(=O)c1c(S(=O)(=O)N2CCCC(C(=O)Nc3cccc(Cl)c3)C2)c(C)n(C)c1C (stereo not given)	0%
48	-7%	·	COC(=O)c1cc2oc3ccccc3c2n1Cc1c(F)cccc1Cl	2%
49	10%	3%	CCOc1ccc(-c2c(C)n([O-])c3c([n+]2=O)CCCC3)cc1	0%
50	-18%	-8%	CC1C(=O)Nc2ccccc2N1C(=O)c1ccc(Cl)cc1 (stereo not given)	·
51	11%	2%	CC(C)c1ccccc1NC(=O)Cn1c(-c2ccccc2Cl)nc2ccccc21	-4%
52	-2%	4%	O=C(N/N=C1\CCc2ccccc21)c1ccncc1	5%
53	0%	-9%	CON/C=C(\C=Nc1ccc(Cl)cc1Cl)c1ncc(C(F)(F)F)cc1Cl	5%
54	-2%	1%	CC(C)C(NC(=O)c1ccc(Cl)cc1)C(=O)NCC1CCCO1 (stereo not given)	5%
55	-15%	-2%	CCOC(=O)C(CCCCCOc1ccc([N+](=O)[O-])cc1)C(=O)OCC	-6%
56	·	-16%	FC(F)(F)c1ccccc1-c1nc(N2CCNCC2)c2ccccc2n1	4%
57	·	1%&3%	CCCCC1=NC2(CCCC2)C(=O)N1Cc1ccc(-c2ccccc2-c2nn[nH]n2)cc1	11%&9%
58	4%	17%	COc1ccc(Nc2nccc(N(C)C)c2C#N)cc1	3%
59	-3%	-4%	COc1cccc(N2CC(C(=O)Nc3nnc(SCCC4OCCO4)s3)CC2=O)c1 (stereo not given)	6%
60	3%	-1%	COc1ccccc1CNc1ncccn1	·

4 of the compounds above, as labelled records:
[1] CCOc1cc(C2Nc3ccccc3C(=O)N2c2ccccc2)ccc1O (stereo not given)
- FEN1 inhibitor = -7%
- N370S GC = 19%
- TDP1 block = 1%

[2] Cn1c(=O)c2[nH]c(N3CCN(c4ccccn4)CC3)nc2n(C)c1=O
- FEN1 inhibitor = ·
- N370S GC = 30%
- TDP1 block = 0%

[3] Cc1ccc(C(C)C)c(OCC(O)CNC2CCCC2)c1 (stereo not given)
- FEN1 inhibitor = -2%
- N370S GC = -15%
- TDP1 block = 2%

[4] CCCCCCCCCCCCCCCC(=O)NCCO
- FEN1 inhibitor = ?
- N370S GC = -2%&0%&9%&9%&2%&1%
- TDP1 block = 6%

The listing continues.
item	FEN1 inhibitor	N370S GC	molecule	TDP1 block
61	5%	17%	Cc1c(-n2c(SC(C)C(=O)NC(N)=O)nc3ccccc3c2=O)c(=O)n(-c2ccccc2)n1C (stereo not given)	4%
62	11%	-21%	C=CCN1C(=O)/C(=C\c2cc(Br)c(OCc3ccccn3)c(OC)c2)SC1=S	3%
63	3%	?	COCCCNC(=O)Cn1cc2c(n1)CCCCC2	-2%
64	-20%	1%	O=C(Nc1cnn(Cc2ccc(Cl)cc2)c1)c1ccc([N+](=O)[O-])cc1	7%
65	-14%	1%	O=C(O)CCc1nc(-c2ccccc2Cl)no1	6%
66	-6%	5%	CCCc1cc2c(cc1NC(=O)c1ccccc1F)OCO2	0%
67	-21%	-10%	COc1ccc2c(c1)CCN=C2Cc1ccc(OC)c(OC)c1	5%
68	0%	0%	Cc1c(NC(=O)CSCc2ccco2)c(=O)n(-c2ccccc2)n1C	11%
69	-11%	·	Cc1nc2c(c(SCC(=O)Nc3ccccc3C(F)(F)F)n1)CCC2	-5%
70	-1%	6%	CCCCN(CC(=O)NCCOC)C(=O)Cn1nnc2ccccc21	2%
71	4%	19%	CCCc1c(C)[nH]c2ccccc2c1=O	1%
72	0%	·	COC(=O)C(C)Sc1snnc1-c1ccccc1 (stereo not given)	-8%
73	-3%	-5%	CS(=O)(=O)c1ccc2nc(NC(=O)CN3CCOCC3)sc2c1	·
74	-13%	·	CCN(CC)C(=O)COC(=O)C1CCN(S(=O)(=O)c2ccc3c(c2)OCCO3)CC1	0%
75	-7%	6%	CC12CCC(C(=O)NNC(=O)c3ccc(Br)cc3)(OC1=O)C2(C)C (stereo not given)	2%
76	4%	-8%	Brc1ccc(Oc2nnnn2-c2ccccc2)cc1	-1%
77	-2%	-17%	N#C/C(=N\Nc1ccc(S(=O)(=O)N2CCOCC2)cc1)C(N)=S	9%
78	5%	3%	COC(=O)c1ccc(COC(=O)CNC(=O)CNC(=O)c2ccc(C)cc2)cc1	-5%
79	1%	4%	O=[N+]([O-])c1cc(Cl)ccc1-c1nc(-c2ccncc2)no1	2%
80	-2%	-11%	Cc1ccccc1NC(=S)N(C)CCc1ccccn1	0%
81	0%	-4%	CCOC(=O)c1c(-c2ccc(F)cc2)csc1/N=C/N(C)C	1%
82	-14%	-3%	CC(C)(C)Sc1nc(O)cc(=O)[nH]1	-8%
83	-6%	17%	Cc1ccc(S(=O)(=O)Nc2ccnc3ccccc23)cc1	7%
84	-5%	·	N#Cc1ccccc1S(=O)(=O)N1CCNS(=O)(=O)c2ccccc21	0%[56.1 µM]
85	-4%	5%	Cc1ccc(N(CC(=O)NCc2ccncc2)S(C)(=O)=O)cc1	2%[56.1 µM]
86	17%	·	CCOC(=O)c1c(C)[nH]c(C)c1S(=O)(=O)NCC(=O)NCc1ccccc1C	-3%
87	1%	1%	O=C(CNC(=O)c1cc(S(=O)(=O)N2CCCCC2)ccc1N1CCOCC1)Nc1ccc(F)c(F)c1	·
88	5%	2%	COc1ccccc1N(CC(O)CN1CCCC1)S(=O)(=O)c1ccccc1 (stereo not given)	-4%
89	-5%	-4%	O=C(NCC1CCCO1)C1CCN(S(=O)(=O)N2CCCC2)CC1 (stereo not given)	2%
90	0%	·	O=c1cc(OCc2ccccc2)cc[nH]1	10%
91	-12%	22%	Cc1ccc(NC(=O)N(Cc2ccc3c(c2)OCO3)Cc2cc3cc4c(cc3[nH]c2=O)OCCO4)cc1	-1%
92	-11%	15%	CN(C)c1ccc(C(=O)Nc2nnc(C3=COCCO3)o2)cc1	5%
93	2%	?	CCN(CC)CCCN(Cc1cc2cc3c(cc2[nH]c1=O)OCO3)C(=S)NCCCOC	3%
94	0%	2%	O=C1c2ccccc2C(O)N1Cc1ccccc1Cl (stereo not given)	-3%
95	24%	2%	O=C(NCN1CCN(c2ccccn2)CC1)c1cnccn1	5%
96	-7%	3%	CCN(CCCNC(=O)CCn1c(=S)[nH]c2cc3c(cc2c1=O)OCO3)c1cccc(C)c1	0%

Arranged by value in N370S GC (largest number first): 3 of the compounds above.
item	FEN1 inhibitor	N370S GC	molecule	TDP1 block
92	-11%	15%	CN(C)c1ccc(C(=O)Nc2nnc(C3=COCCO3)o2)cc1	5%
96	-7%	3%	CCN(CCCNC(=O)CCn1c(=S)[nH]c2cc3c(cc2c1=O)OCO3)c1cccc(C)c1	0%
95	24%	2%	O=C(NCN1CCN(c2ccccn2)CC1)c1cnccn1	5%

Next part
item	FEN1 inhibitor	N370S GC	molecule	TDP1 block
97	-4%	1%	CC(C)Cn1cnc2c1c(=O)n(CC(=O)O)c(=O)n2Cc1ccccc1	·
98	-1%	7%	COc1ccc(CN2CC(C(=O)NCCCN3CCCC(C)C3)CC2=O)cc1 (stereo not given)	1%
99	-16%	-15%	Cc1nc2sc(C(c3ccccc3)N3CCN(CCO)CC3)c(O)n2n1 (stereo not given)	·
100	1%	-2%	CC(=O)Nc1ccc(NC(=O)C2CCCN(C(=O)c3ccc(Cl)cc3)C2)cc1 (stereo not given)	2%
101	1%	?	CCc1ccc(NC(=O)N(CCCN2CCOCC2)C(C)c2cc3cccc(OC)c3o2)cc1 (stereo not given)	-5%
102	0%	·	O=C(COc1ccccc1)Nc1ccc(C(=O)OCc2cc(=O)n3nc(C4CC4)sc3n2)cc1	-1%
103	-5%	2%	NC(=O)c1oc2ccccc2c1NC(=O)c1ccc([N+](=O)[O-])o1	7%[0.0935 µM]

Bioassay records: PubChem, National Center for Advancing Translational Sciences (NCATS)
